ALOX12 inh: ALOX12 (human) lipoxygenase inhibition | AID 1671190 | Potency, µM (top dose mostly 108 µM), without a hit: at the highest dose activity change, negative = inhibition, hits mostly inhibitors | P18054 | purified 12hLO, xylenol orange hydroperoxide absorbance | actives 1.1% (n = 580,000); also: % is scaled to controls: 0 for no effect and ±100 for the full control effect
Target sequence (P18054 whole entry, looked up): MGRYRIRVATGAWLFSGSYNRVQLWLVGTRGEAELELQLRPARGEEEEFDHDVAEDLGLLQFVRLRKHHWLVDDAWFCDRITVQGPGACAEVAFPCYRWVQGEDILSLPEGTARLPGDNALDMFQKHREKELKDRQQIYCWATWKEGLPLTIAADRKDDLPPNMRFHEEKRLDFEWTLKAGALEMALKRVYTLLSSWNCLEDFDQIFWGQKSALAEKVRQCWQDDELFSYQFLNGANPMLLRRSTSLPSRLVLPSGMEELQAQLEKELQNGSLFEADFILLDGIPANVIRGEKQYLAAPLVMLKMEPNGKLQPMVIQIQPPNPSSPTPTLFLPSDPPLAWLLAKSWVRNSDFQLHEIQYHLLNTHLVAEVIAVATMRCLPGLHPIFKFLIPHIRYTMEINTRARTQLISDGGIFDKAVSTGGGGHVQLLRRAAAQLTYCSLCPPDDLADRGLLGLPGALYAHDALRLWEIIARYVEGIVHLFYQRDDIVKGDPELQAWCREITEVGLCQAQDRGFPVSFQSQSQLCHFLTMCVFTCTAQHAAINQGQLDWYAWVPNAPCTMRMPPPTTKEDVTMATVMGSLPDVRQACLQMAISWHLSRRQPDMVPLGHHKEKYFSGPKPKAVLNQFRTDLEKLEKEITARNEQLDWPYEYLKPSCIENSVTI
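Purified human 12hLO (150 nM final) in 25 mM Hepes, 0.01% Triton X-100, pH 7.0 was preincubated 15 min at room temperature with compound. Then 40 uM arachidonic acid was added, 30 min. Hydroperoxide was read by Fe-XO absorbance ratio 573/405 nm.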
USP1-UAF1 inh: inhibitors of human USP1/UAF1 deubiquitinase. actives 0.23% (n = 390,000). recombinant USP1/UAF1, Ub-Rhodamine cleavage fluorescence. Potency, µM (doses to about 57.1 µM), for the others: at the highest dose activity change, negative = inhibition, usual class: inhibitors. O94782; also: % is scaled to controls: 0 for no effect and ±100 for the full control effect; nearly all actives have a fitted effect of over 60% in size; inactives centre near -12
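USP1/UAF1 complex at 1 nM was preincubated with compound for 15 min at room temperature, then Ub-Rho substrate (150nM final) was added. Fluorescence (480/540 nm) was read kinetically, 6 reads every 60 seconds.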
Vif-APOBEC3G blk: Vif-A3G binding inhibition. Q9HC16. HeLa A3G-eYFP + Vif (tagged APOBEC3G with the HIV-1 protein that degrades it), YFP fluorescence, overnight. Potency, µM (highest dose often 46.1 µM), inactives show at the highest dose activity, negative = active, actives largely listed as inhibitors. actives 0.076% (n = 410,000). AID 602310;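 also: % is scaled to controls: 0 for no effect and ±100 for the full control effect; nearly all actives have a fitted effect of over 60% in size; hits raise eYFP signal because A3G escapes Vif-driven loss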
Target sequence (Q9HC16 whole entry, looked up): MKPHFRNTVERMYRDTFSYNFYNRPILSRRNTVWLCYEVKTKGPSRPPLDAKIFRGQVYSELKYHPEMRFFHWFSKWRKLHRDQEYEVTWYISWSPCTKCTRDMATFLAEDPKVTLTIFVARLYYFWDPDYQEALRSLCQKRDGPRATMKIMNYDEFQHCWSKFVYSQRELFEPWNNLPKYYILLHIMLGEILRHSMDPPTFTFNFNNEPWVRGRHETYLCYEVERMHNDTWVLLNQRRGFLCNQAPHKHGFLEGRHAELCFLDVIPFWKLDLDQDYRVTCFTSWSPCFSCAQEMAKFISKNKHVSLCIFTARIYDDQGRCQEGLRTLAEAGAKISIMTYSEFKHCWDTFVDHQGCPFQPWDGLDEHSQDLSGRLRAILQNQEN
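Read-out is eYFP fluorescence (Ex 488/Em 500-530) from Vif-expressing HeLa A3G-eYFP cells; more signal means A3G escaped Vif-mediated degradation. Cells plated overnight, compound pinned in, incubated overnight at 37 deg C.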
TrxR1 inh: rat TrxR1 inhibition | O89049 | recombinant rTrxR1, NADPH fluorescence consumption, selenite substrate | Potency, µM (top dose mostly 114 µM), for inactives: at the top dose activity change, negative = inhibition, usual class: inhibitors | actives 1% (n = 390,000); also: % is scaled to controls: 0 for no effect and ±100 for the full control effect; nearly all actives have a fitted effect of over 65% in size
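Rat TrxR1 (90 nM in the dispensed reagent) was pre-reduced with 400 uM NADPH for 5 min at room temperature, then incubated with compound for 15 min. After 400 uM selenite was added, NADPH fluorescence (Ex 340/Em 450 nm) was followed for 8 min.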
mIDH1 inhibitor: blocks human mutant IDH1 R132H enzyme | Potency, µM (series often up to 76.6 µM), without a hit: top-dose activity change, negative = inhibition, actives largely listed as inhibitors | IDH1-R132H enzyme, NADPH consumption, diaphorase/resazurin fluorescence | actives 0.093% (n = 390,000) | O75874 | AID 602179; also: % is scaled to controls: 0 for no effect and ±100 for the full control effect; nearly all actives have a fitted effect of over 65% in size
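IDH1-R132H (0.5 ug/mL dispensed) in pH 7.5 Tris buffer was preincubated 30 min with compound, then given a substrate mix of 0.016 mM NADPH and 2 mM alpha-KG for 80 min at room temperature; remaining NADPH was read by diaphorase/resazurin fluorescence.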
RGS4 inhibitor: human RGS4 inhibition; actives 0.039% (n = 390,000); Potency, µM (titrated, usually from 114 µM), for the others: at the top dose activity change, negative = inhibition, most hits filed as inhibitors; AID 504845; Transcreener GDP fluorescence polarization, RGS4-accelerated GTP hydrolysis; P49798; also: % is scaled to controls: 0 for no effect and ±100 for the full control effect; nearly all actives have a fitted effect of over 75% in size; some results filed as inactive show a strong effect at the top dose
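MLSMR compounds (23 nl, pin-transferred) preincubated 10 min at room temperature with a 500nM (2x) first reagent, then RGS4 at 900nM (2x) plus Transcreener GDP mix added; fluorescence polarization (620/688 nm) read before and after 90 min at 30 °C.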
TrxR1 substrate: substrates of rat thioredoxin reductase 1; O89049; purified TrxR1 substrate turnover, NADPH consumption readout; Potency, µM (top dose mostly 114 µM), for inactives: top-dose activity change, negative = substrate turnover; actives 0.01% (n = 390,000); also: % is scaled to controls: 0 for no effect and ±100 for the full control effect; nearly all actives have a fitted effect of over 50% in size
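Rat TrxR1, dispensed at 90 nM, was prereduced with 400 uM NADPH (final) for 5 min at ~22 deg C, then incubated with compound 15 min before 400 uM selenite. A first-read NADPH fluorescence drop versus no-compound background flagged substrates.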
RXFP1 agonist: agonists of human relaxin receptor RXFP1; HEK293T-RXFP1 cAMP TR-FRET, 30 min; response scale: percent of porcine relaxin response, buffer zero; AID 2676; Potency, µM (doses to about 57.5 µM), without a hit: at the top dose activation, hits mostly activators; actives 0.3% (n = 370,000); Q9HBX9; also: % is scaled to controls: 0 for no effect and ±100 for the full control effect; nearly all actives have a fitted effect of over 60% in size; many of its hits are not listed in these tables
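cAMP rise read by TR-FRET after 30 min, 37C compound exposure (up to 58 uM) in RXFP1-transfected HEK293 cells with Ro 20174 present. EC50 from Hill-equation fits, with 29 nM porcine relaxin as 100% and buffer as basal.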
Vif-APOBEC3F blk: inhibitors of Vif-A3F interaction. HeLa A3F-eYFP + Vif (tagged APOBEC3F with the HIV-1 protein that degrades it), YFP fluorescence increase. Potency, µM (series often up to 46.1 µM), for the others: at the highest dose activity, negative = active. actives 0.2% (n = 390,000). AID 602313; also: % of control where 0% means no effect; nearly all actives have a fitted effect of over 65% in size
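HeLa cells stably expressing Vif plus C-terminally eYFP-tagged A3F were seeded, incubated overnight at 37 deg C, dosed with compound, incubated overnight again at 37 deg C. Yellow fluorescence (Ex 488/Em 500-530) reported blocked Vif-mediated A3F-eYFP degradation.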
* = called active by the depositor; ? = inconclusive; . = not tested or not shown; & = joins results of further samples; [ ] = remark or other dose. Calls follow the shape of the dose curve; as a rule, active = well fitted curve in the direction sought with a large enough effect; inconclusive = small, poorly fitted or top-dose-only effect, or another doubt; inactive = no such curve, though single readings can be large; an effect the other way counts as inactive or inconclusive. Potency is read from the fitted curve at half-maximal effect. The list is partial; count on the stated rates, not on these rows.

SMILES	ALOX12 inh	USP1-UAF1 inh	Vif-APOBEC3G blk	TrxR1 inh	mIDH1 inhibitor	RGS4 inhibitor	TrxR1 substrate	RXFP1 agonist	Vif-APOBEC3F blk
Cc1ccc(C(=O)Nc2ccc(F)cc2)cc1NC1=NC2CS(=O)(=O)CC2S1 (stereo not given)	13%	-21%	-6%	-1%	-3%	10%	1%	-4.2%	3%
NS(=O)(=O)c1ccc(CCNC(=O)COC(=O)C2COc3ccccc3O2)cc1 (stereo not given)	4%	-16%	5%	11%	2%	-10%	1%	.	-8%
O=c1c2ccccc2oc2ccc(C#CC3(O)CCCCC3)cc12	-7%	-25%	4%	13%	-4%	-4%	24%	.	6%
O=C(CSc1nnc(CNC(=O)C23CC4CC(CC(C4)C2)C3)n1-c1ccccc1)Nc1ccc(F)cc1	-2%	1%	0%	-3%	8%	18%	-7%	-2.4%	-10%
CCCNS(=O)(=O)c1ccc(CCC(=O)Nc2cc(Cl)ccc2Oc2ccccc2)cc1	0%	-18%	-3%	3%	6%	21%	-5%	0.4%	4%
CSc1cccc(NS(=O)(=O)c2cccs2)c1	-21%	15%	-5%	-3%	10%	-10%	4%	-0.8%	1%
O=C(/C=C/c1ccc(N2CCOCC2)cc1)c1ccccc1	-16%	25µM*	-3%	-20%[57.1 µM]	3%	13%	-12%[57.1 µM]	14%	?
COc1ccc(CCNC(=O)CCc2cn(Cc3ccc(C)cc3)c3ccccc23)c(OC)c1OC	-6%	?	9%	20%	15%	29%	-5%	-0.8%	6%
COc1ccc(-c2nc3n(n2)C(c2ccccc2)C2=C(CCCC2=O)N3)cc1OC (stereo not given)	-11%	-11%	0%	-11%	0%	21%	-7%	0.8%	-10%
Nc1cc(Cl)ccc1C(=O)OCC(=O)N1CCOCC1	2%	-6%	6%	-13%	10%	11%[11.4 µM]	108%[activator]	0.4%	-4%
COc1ccc(C2C3=C(CCCC3=O)NC3=C2C(=O)c2ccccc23)cc1 (stereo not given)	-7%	?	1%	-46%	9%	-53%	-6%[57.1 µM]	-1.3%	4%
CC1CCCC(NC(=O)COC(=O)c2ccc3ccccc3n2)C1C (stereo not given)	0%	-24%	-1%	13%	1%	-9%	7%	1.3%	-3%

Random excerpt: 3 records from the list
SMILES	ALOX12 inh	USP1-UAF1 inh	Vif-APOBEC3G blk	TrxR1 inh	mIDH1 inhibitor	RGS4 inhibitor	TrxR1 substrate	RXFP1 agonist	Vif-APOBEC3F blk
COc1ccc(-c2nc3n(n2)C(c2ccccc2)C2=C(CCCC2=O)N3)cc1OC (stereo not given)	-11%	-11%	0%	-11%	0%	21%	-7%	0.8%	-10%
CSc1cccc(NS(=O)(=O)c2cccs2)c1	-21%	15%	-5%	-3%	10%	-10%	4%	-0.8%	1%
NS(=O)(=O)c1ccc(CCNC(=O)COC(=O)C2COc3ccccc3O2)cc1 (stereo not given)	4%	-16%	5%	11%	2%	-10%	1%	.	-8%

(continued)
SMILES	ALOX12 inh	USP1-UAF1 inh	Vif-APOBEC3G blk	TrxR1 inh	mIDH1 inhibitor	RGS4 inhibitor	TrxR1 substrate	RXFP1 agonist	Vif-APOBEC3F blk
COc1cc(C(=O)NCC(c2cccs2)N2CCOCC2)cc(OC)c1OC (stereo not given)	-1%	-11%	4%	-10%	8%	-27%	-3%	-0.8%	13%
CCC(=NCCc1c(C)[nH]c2ccc(C)cc12)C1=C(O)CC(c2ccccc2)CC1=O (stereo not given)	-13%	-1%	?	26%[57.1 µM]	1%	-15%	4%[57.1 µM]	4.0%	0%
O=C(COc1ccccc1Cl)Nc1ccc2nc(SCC(=O)N3CCOCC3)sc2c1	-13%	1%	0%	10%	-5%	16%	0%	13%	-3%
COC(=O)c1ccc(COC(=O)Cc2n[nH]c(=O)c3ccccc23)cc1	0%	3%	-1%	8%[57.1 µM]	7%	27%	5%[57.1 µM]	1.0%	2%
COc1ccc(S(=O)(=O)NCC2CCC(C(=O)NCCC(C)C)CC2)cc1 (stereo not given)	-4%	-14%	0%	8%	6%	1%	1%	1.3%	6%
O=C(Cn1c(NCCO)nc2ccccc21)c1cccs1	1%	0%	1%	-2%[57.1 µM]	5%	10%	2%[57.1 µM]	1.5%	1%
CCc1ccc2oc(C(=O)Nc3ccccc3C(=O)OC)cc(=O)c2c1	2%	-4%	-2%	18%	18%	12%	7%	3.4%	2%
CCC1CN(C(=O)NCc2ccccc2)c2cc(Cl)ccc2O1 (stereo not given)	-9%&-28%	-3%&3%	-1%&-23%	14%&7%	-4%&20%	-1%&-5%	0%	0.1%&1.2%	-5%&2%
Cc1ccc2nc(NCc3ccccc3)c(C=NCc3cccnc3)c(=O)n2c1	-7%	-24%	2%	20%	1%	-8%	7%	6.7%	-21%
c1ccc(-c2ccc3sccc3n2)cc1	-6%	-20%	-6%	7%	-9%	-8%	-3%	.	3%
OC(CNc1nc2ccccc2s1)c1ccccc1 (stereo not given)	-5%	-3%	3%	-37%[57.1 µM]	0%	-16%	-4%[11.4 µM]	-0.4%	2%
NC(=O)COC(=O)c1oc2ccccc2c1CSc1ccc(Cl)cc1	-2%	-3%	-2%	11%	5%	-10%	-1%	0.8%	-1%
COc1ccc2oc(=O)c(/C(C)=N/NC(=O)c3ccncc3)cc2c1	-22%	-20%	-4%	?	6%	-13%	-1%	-0.9%	-13%
O=C(COc1ccccc1Cl)NNC(=O)c1ccc2c(=O)n3c(nc2c1)CCC3	8%	2%	-1%	17%	-15%	-1%	-1%	0.2%	-14%
Cc1cc(=O)n(CCc2ccccc2)c(O)c1C#N	?	-24%	-1%	?	12%	-44%	-8%	-0.3%	-1%
COc1cc(C(=O)Nc2cccc(C)c2C)c(Br)c(OC)c1OC	-13%	-25%	-2%	20%	7%	-8%[11.4 µM]	4%	0.3%	-3%
COCC(C)NC(=O)C1c2ccccc2Oc2ccccc21 (stereo not given)	43%[activator]	-7%	4%	26%	1%	12%	9%	0.3%	5%
Cc1cccc2cc(CN(CC3CCCO3)C(c3nnnn3Cc3ccco3)C(C)C)c(=O)[nH]c12 (stereo not given)	?	-8%	-10%	0%[57.1 µM]	-6%	-7%	-1%[57.1 µM]	4.9%	1%
O=C(CSc1ncn[nH]1)N1CCN(c2nnc(-c3ccccc3)c3ccccc23)CC1	-10%	-25%	0%	14%	-1%	-3%	7%	1.3%	-1%
COc1ccccc1NC(=O)c1sc2nc(N3CCOCC3)c3c(c2c1N)CCCC3	1%	-11%	6%	9%	-2%	-6%	86%[activator]	4.0%	0%
CCCCN(C(=O)CCC(=O)Nc1cc(C)on1)C(C(=O)NC1CCCC1)c1ccc(OC)cc1 (stereo not given)	2%	-20%	-1%	22%[57.1 µM]	-1%	6%	7%[57.1 µM]	-0.9%	-23%
COc1ccc(NC2CCCN(C(=O)c3cc4ncccn4n3)C2)cc1 (stereo not given)	0%	-7%	0%	1%	6%	-24%	2%	-0.8%	-4%
CCc1ccc(NC(=O)CNC(=O)[C@@H]2Cc3ccccc3CN2)cc1	-24%	-22%	0%	17%	-6%	11%	2%	1.2%	1%
N#CCCCN1C(=O)C(=C(C#N)C#N)c2ccccc21	?	-7%	-12%	13µM*	?	-22%	-4%	1.6%	0%
COc1ccc(NS(=O)(=O)c2ccc3c(c2)N(C(C)=O)CCO3)c(OC)c1	9%	-13%	2%	25%	2%	-1%	-7%	0.7%	-1%
CN(Cc1ccccc1F)C(=O)COc1ccc(C(=O)c2ccccc2)cc1	-6%	-12%	1%	25%	0%	3%	2%	-2.5%	-6%
Cc1c(CN2CCC(CO)(CCOc3ccccc3)CC2)[nH]c2ccc(Cl)cc12	?	-12%	?	4%	3%	11%	-6%	-3.2%	12%
CCn1c(SCC(=O)Nc2nc(-c3ccccc3)cs2)nnc1-c1ccccc1	1%	-21%	0%	12%	18%	12%	1%	1.0%	-3%

Single records, from the list above. Order of screens: ALOX12 inh | USP1-UAF1 inh | Vif-APOBEC3G blk | TrxR1 inh | mIDH1 inhibitor | RGS4 inhibitor | TrxR1 substrate | RXFP1 agonist | Vif-APOBEC3F blk
Results for Cc1c(CN2CCC(CO)(CCOc3ccccc3)CC2)[nH]c2ccc(Cl)cc12 : ? | -12% | ? | 4% | 3% | 11% | -6% | -3.2% | 12%
Results for CN(Cc1ccccc1F)C(=O)COc1ccc(C(=O)c2ccccc2)cc1 : -6% | -12% | 1% | 25% | 0% | 3% | 2% | -2.5% | -6%
